High-throughput results as filed in PubChem BioAssay.
Rad51 HR inh = blocks human Rad51 in homologous recombination | hRad51 DNA strand exchange, fluorescence dequenching | inhibition, % at 10 µM | hit rate 0.085% among 200,000;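 active means inhibition above 40% at the single screening dose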;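 further: 0% = DMSO control wells and 100% = blanks with heterologous ssDNA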
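material = hRad51 filaments on single-stranded DNA | reagent = Donor/quencher-labelled 47-bp dsDNA substrate | compound = 10 µM final, single point | schedule = strand-exchange reaction 15 min at room temperature | measured by = fluorescein emission 520 nm, excitation 485 nm | read-out basis = % inhibition versus plate control and blank means | benchmarks = plate controls and plate blanks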
PERK inh = human PERK inhibition, primary cell-based screen; AID 1416; inhibition, % at 5.6 µM; CHO PERK-DD fusion, SEAP luminescence translation reporter; Q9NZJ5; hit rate 0.17% among 220,000;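 active means inhibition above the mean inhibition of all tested compounds plus 3 SD, set separately per screening campaign, cut at about 2.9% in these data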;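 further: PERK kinase domain activated by AP20187 dimerizer at 100 nM; 0% = DMSO with dimerizer and 100% = rapamycin at 8.4 µM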
EBV gp42 inh = inhibitors of Epstein-Barr virus glycoprotein 42 | Q1HVG2 | Fluorescence polarization binding assay, mP read-out | inhibition, % (tested at 21.74 µM) | hit rate 0.42% among 220,000; in the data active means inhibition above about 50%
TNF death inh = inhibitors of TNF-alpha induced necroptosis in Jurkat FADD-/- cells; AID 463075; activation (protection from cell death), % at 10 µM; Jurkat FADD-/- TNF necroptosis rescue, ATP luminescence, 24 h; 0 = TNF only, 100 = no-TNF cells; hit rate 0.068% among 220,000;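 active means activation, meaning protection from cell death, of at least 50% relative to plate controls; inactive means activation below 50%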;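 further: necroptosis triggered by 40 ng/mL TNF-alpha added together with compound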
Cl transport mod = modulates chloride dependent transport by human KCC2 | Q9H2X9 | KCC2 cells, thallium flux FluoZin-2 fluorescence | B-score of Tl+ flux slope (higher = more flux/activation; lower = inhibition) at 10 µM | hit rate 2.2% among 190,000 | AID 1456;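 active means thallium flux slope and its plate-corrected score both differing from the plate sample mean at a set confidence after two filtering rounds, in either direction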;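 further: slope of fluorescence scaled to starting intensity during 10 to 20 s after thallium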
Target sequence (Q9H2X9 whole entry, looked up): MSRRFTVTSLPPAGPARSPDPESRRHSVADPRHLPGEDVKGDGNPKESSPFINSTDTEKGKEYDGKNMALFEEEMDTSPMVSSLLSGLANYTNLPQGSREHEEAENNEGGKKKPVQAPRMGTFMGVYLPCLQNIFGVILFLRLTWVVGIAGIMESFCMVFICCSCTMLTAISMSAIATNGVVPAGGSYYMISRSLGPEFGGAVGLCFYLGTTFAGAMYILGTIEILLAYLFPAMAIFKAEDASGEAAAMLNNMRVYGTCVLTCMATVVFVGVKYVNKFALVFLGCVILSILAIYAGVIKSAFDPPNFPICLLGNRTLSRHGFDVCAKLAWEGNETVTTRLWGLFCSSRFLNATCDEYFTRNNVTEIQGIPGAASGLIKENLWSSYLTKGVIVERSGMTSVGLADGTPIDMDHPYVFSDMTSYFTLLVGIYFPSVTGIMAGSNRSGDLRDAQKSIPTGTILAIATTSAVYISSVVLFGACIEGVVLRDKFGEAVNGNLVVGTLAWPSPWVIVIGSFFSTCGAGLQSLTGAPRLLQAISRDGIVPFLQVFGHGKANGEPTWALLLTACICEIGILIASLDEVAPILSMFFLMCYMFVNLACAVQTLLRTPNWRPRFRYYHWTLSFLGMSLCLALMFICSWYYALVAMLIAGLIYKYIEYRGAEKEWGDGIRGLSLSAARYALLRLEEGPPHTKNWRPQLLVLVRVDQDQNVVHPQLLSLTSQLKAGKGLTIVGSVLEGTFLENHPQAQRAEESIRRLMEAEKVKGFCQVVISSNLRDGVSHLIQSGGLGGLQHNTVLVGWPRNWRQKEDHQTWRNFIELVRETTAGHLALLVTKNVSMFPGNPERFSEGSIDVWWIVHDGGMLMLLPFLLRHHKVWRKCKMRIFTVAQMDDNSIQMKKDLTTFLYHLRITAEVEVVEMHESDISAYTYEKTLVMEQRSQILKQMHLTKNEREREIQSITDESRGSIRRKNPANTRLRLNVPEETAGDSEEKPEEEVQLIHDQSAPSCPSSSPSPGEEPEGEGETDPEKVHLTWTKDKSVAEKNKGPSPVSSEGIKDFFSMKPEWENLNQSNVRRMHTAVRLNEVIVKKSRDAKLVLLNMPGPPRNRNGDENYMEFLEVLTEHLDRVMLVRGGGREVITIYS
L929 necroptosis = blocks zVAD induced death of L929 cells | L929 zVAD necroptosis rescue, ATP luminescence, 24 h; with zVAD 60 µM | viability rescue, % at 10 µM | hit rate 0.38% among 220,000;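 active means activation, scaled between plate controls, above about 75%, limit read from the data; inactive means activation under that limit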;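 further: 0% = zVAD with DMSO and 100% = DMSO alone without zVAD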
eIF4E-4G inh = inhibitors of eIF4E and eIF4G interaction in translation initiation. P63073+Q04637. TR-FRET eIF4E-eIF4GI(517-606) binding, 2 h. inhibition, % at 21.7 µM. hit rate 0.37% among 220,000. AID 782;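 active means inhibition above about 30%, limit read from the data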;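 further: 0% = full FRET control wells and 100% = background wells lacking eIF4GI fragment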
Mdm2 ligase inh = blocks human Mdm2 ubiquitin ligase activity; Q00987; cell-based MDM2 ubiquitination luciferase reporter, 2 h; 0 = plate control, 100 = twice control, blank-subtracted; signal enhancement, % at 5 µM; hit rate 0.11% among 210,000; AID 1230;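 active means signal enhancement of 30% or more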;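 further: luminescence tracks abundance of the self-degrading MDM2-luciferase fusion protein; higher signal means inhibition of MDM2 E3 ligase activity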
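Test system: stable mammalian line carrying autodegrading MDM2–luciferase fusion reporter; quantity: 2000 cells in each well; times: 4 h cell settling then 2 h compound exposure, 37 °C; detection: luminescence with SteadyLite reagent, 15 min at room temperature; evaluation: percent signal gain over controls, blank-subtracted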
m-calpain inh = inhibitors of pig calpain II | purified calpain II, fluorogenic peptide substrate, 30 min | inhibition, % at 16 µM | hit rate 0.37% among 220,000 | AID 1236;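 active means inhibition above about 50%, limit read from the data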
Numbers without * were called inactive; x = not tested or not shown; [ ] = dose if it differs, or a comment.

1) O=C(C(Sc1ccccc1)c1ccccc1)N1CCN(c2ccccc2F)CC1 (stereo unspecified)
2) COC(=O)c1ccc(COC(=O)CCc2nc(-c3ccccc3)c(-c3ccccc3)o2)cc1
3) CCOc1ccc(NC(=S)/C(=C(\[O-])c2ccc(C)c([N+](=O)[O-])c2)[n+]2ccccc2)cc1
4) O=C1NC(=O)/C(=C/c2ccc(N3CCOCC3)o2)N1
5) Cc1nc2ccccc2n1C(=O)c1cc(-c2ccc(Br)cc2)nc2ccccc12
6) O=C(Nc1ccn(Cc2ccccc2F)n1)c1ccc(COc2cc(Cl)ccc2Cl)o1
7) CCCCNCc1cc(Br)c(OCC(=O)NCc2ccccc2)c(OC)c1
8) N#Cc1c(-c2ccccc2)cc(-c2ccccc2)nc1Br
9) COC(=O)c1ccc(COc2cc([N+](=O)[O-])cc3cccnc23)cc1
10) Cc1ccc(S(=O)(=O)c2cn(Cc3ccc(F)cc3)c3cc4c(cc3c2=O)OCO4)cc1

Compound	1	2	3	4	5	6	7	8	9	10
Rad51 HR inh	2	2	-14	-2	7	-1	12	14	-2	-8
PERK inh	-0.3	-0.8	0.7	-0.1	0.7	-0.3	-0.1	-0.3	0.3	0.1
EBV gp42 inh	14	-11	-21	-117	-127	-4	-4	9	-7	-5
TNF death inh	-4.4	0.5	-0.9	3.1	-1.8	-6.2	2.3	0.7	-0.7	1.6
Cl transport mod	-0.86	2.9	-0.65	0.55	-0.032	1.1	1.5	-1.4	0.95	-0.31
L929 necroptosis	0.1	-1.2	0.3	1.4	-0.3	0.1	-0.1	-0.4	0.4	1.1
eIF4E-4G inh	0	-8	-2	-3	4	-6	-3	10	16	5[fluorescence artefact?]
Mdm2 ligase inh	-32	-13	-20	-95	0	3	-8	4	6	-9
m-calpain inh	35	-2	-8	-4	-1	12	-9	-22	-6	-67

Record cards, as listed above. Order of screens: Rad51 HR inh	PERK inh	EBV gp42 inh	TNF death inh	Cl transport mod	L929 necroptosis	eIF4E-4G inh	Mdm2 ligase inh	m-calpain inh
O=C(Nc1ccn(Cc2ccccc2F)n1)c1ccc(COc2cc(Cl)ccc2Cl)o1 in the list: -1	-0.3	-4	-6.2	1.1	0.1	-6	3	12
Cc1nc2ccccc2n1C(=O)c1cc(-c2ccc(Br)cc2)nc2ccccc12 in the list: 7	0.7	-127	-1.8	-0.032	-0.3	4	0	-1
N#Cc1c(-c2ccccc2)cc(-c2ccccc2)nc1Br in the list: 14	-0.3	9	0.7	-1.4	-0.4	10	4	-22
CCOc1ccc(NC(=S)/C(=C(\[O-])c2ccc(C)c([N+](=O)[O-])c2)[n+]2ccccc2)cc1 in the list: -14	0.7	-21	-0.9	-0.65	0.3	-2	-20	-8
Cc1ccc(S(=O)(=O)c2cn(Cc3ccc(F)cc3)c3cc4c(cc3c2=O)OCO4)cc1 in the list: -8	0.1	-5	1.6	-0.31	1.1	5[fluorescence artefact?]	-9	-67

(continued)
11) Cc1cccc(Cl)c1NC(=S)NN
12) O=C(O)C1CCCN1S(=O)(=O)c1cccc2nsnc12 (stereo unspecified)
13) O=C(Nc1nnc(SCC(=O)N2CCCc3ccccc32)s1)c1cccc2ccccc12
14) CCN(CC)S(=O)(=O)c1ccc(/C=C/C(=O)Nc2ccc(Br)cc2F)cc1
15) CN1CCN(C(=S)NC(CC(=O)c2ccccc2)c2ccccc2)CC1 (stereo unspecified)
16) CC1CCCC(C)N1C(=O)CSc1nnnn1-c1cccc2c1CCCC2 (stereo unspecified)
17) CC(=O)NCCc1ccc(S(=O)(=O)N2CCCC2)cc1
18) COc1ccc(Nc2oc(-c3ccc(OC)cc3)nc2C#N)cc1
19) COc1cccc(Cl)c1NC(=O)N1CCc2c([nH]c3ccccc23)C1C(F)(F)F (stereo unspecified)
20) CN(C)[C@@H](CO)c1nnc([C@H](CC(=O)O)NC(=O)C2CCNCC2)o1

Compound	11	12	13	14	15	16	17	18	19	20
Rad51 HR inh	18	1	5	5	3	5	-4	8	13	-4
PERK inh	-1.2	0.6	0.3	-0.2	-2.1	-1.3	0.9	-2.6	-0.4	1.6
EBV gp42 inh	-5	-6	-9	-6	0	-10	-10	-23	9	-11
TNF death inh	0.6	-0.1	1.7	-0.9	2.3	0.9	0.4	-0.1	6.8	1.0
Cl transport mod	0.17	-0.3	0	0.75	-0.037	-1.2	0.91	2	-0.3	-1.2
L929 necroptosis	0.0	-0.1	1.0	2.9	0.6	0.2	-0.2	0.3	1.5	0.5
eIF4E-4G inh	0	1	3	-3	-3	5	4[fluorescence artefact?]	0	-5	-1
Mdm2 ligase inh	-6	-1	-1	-50	1	-6	-12	-6	-9	x
m-calpain inh	10	9	-89	0	-17	14	-9	-7	9	-5

21) Clc1cccc(OCCCN2CCCC2)c1Cl
22) O=C(CC1SC(=O)N(c2ccccc2)C1=O)Nc1ccccc1 (stereo unspecified)
23) COc1ccc(C2=CC(c3ccc(OC)c(OC)c3)NC(=S)N2)cc1 (stereo unspecified)
24) c1ccc2c(c1)OCC(c1nnc3sc(-c4cnccn4)nn13)O2 (stereo unspecified)
25) CC(C)(c1ccccc1)c1ccc(OCCCN2CCNCC2)cc1
26) CCc1ccc(S(=O)(=O)NCCc2cn3ccsc3n2)s1
27) Cc1nnc(SCC(=O)Nc2ccc(N3CCOCC3)cc2)o1
28) Cc1cc(C)c2sc(N(CCCN(C)C)C(=O)COc3ccc(Cl)cc3)nc2c1
29) COc1ccc(-n2cnc3cc(NC(=O)c4ccco4)ccc32)cc1
30) CCOC(=O)c1oc2ccccc2c1NC(=O)c1cccs1

Compound	21	22	23	24	25	26	27	28	29	30
Rad51 HR inh	x	0	-1	-2	-10	4	-5	10	4	-4
PERK inh	0.8	-0.5	-0.3	-0.1	-0.1	1.1	0.4	1.5	-0.4	0.8
EBV gp42 inh	-2	3	-18	38	1	-3	-27	1	-3	-11
TNF death inh	2.4	-0.4	-0.6	-0.7	-0.3	2.2	-0.3	-0.3	3.5	-2.7
Cl transport mod	0.62	-0.22	0.054	-0.026	1.6	-1	0.85	0.24	-1.4	0.064
L929 necroptosis	-0.4	-0.1	-0.1	0.1	-2.2	1.5	-0.1	13	83*	0.2
eIF4E-4G inh	-1	5[fluorescence artefact?]	2	11	1	-1	3	8	-6[fluorescence artefact?]	-2
Mdm2 ligase inh	-6	2	-14	-11	-13	-16	-2	-11	-3	-15
m-calpain inh	-2	0	-10	-85	-30	3	-20	-22	8	6

31) COc1ccc(C(=O)/C=C/C(=O)N(CC(=O)NC2CCCCC2)Cc2ccc(F)cc2)c(O)c1
32) Cc1ccc(O)c(NC(=O)c2noc3c2CCCCC3)c1
33) O=C1Cc2ccccc2C(c2ccccc2)N1 (stereo unspecified)
34) CCOc1ccc(NC(=O)Cn2c(=O)n(CC3CCCO3)c(=O)c3ccccc32)cc1 (stereo unspecified)
35) COc1ccccc1CN1CC(C(=O)NCC2CCCO2)CC1=O (stereo unspecified)
36) Cc1ccc(OCCOCCN2CCCCC2)c([N+](=O)[O-])c1
37) Cc1ccc2cc(C#N)c(N3CCCN(S(=O)(=O)c4ccccc4)CC3)nc2c1
38) O=C(Nc1ccc(Cl)c(Cl)c1)N1CCSC1c1ccco1 (stereo unspecified)
39) Cn1nc(C(F)(F)F)c(C(=O)Nc2ccc(F)cc2F)c1Oc1cccc(Cl)c1
40) Cc1cc(NS(=O)(=O)c2ccc(Cl)cc2)nn1CC(=O)NCc1ccco1

Compound	31	32	33	34	35	36	37	38	39	40
Rad51 HR inh	26	4	2	12	4	x	9	-4	-3	7
PERK inh	-0.6	0.6	0.2	0.7	-0.6	-0.1	-0.7	0.0	0.3	0.7
EBV gp42 inh	-3	-9	-6	-9	-9	-9	-23	8	1	-7
TNF death inh	-15	-13	0.1	-0.9	-2.6	4.0	-1.2	0.5	-2.4	-2.0
Cl transport mod	0.37	0.036	x	-0.83	x	0.16	0.048	-1.4	0.022	0.37
L929 necroptosis	13	62	-0.2	0.6	-0.1	-0.1	0.3	1.0	0.1	0.4
eIF4E-4G inh	2	0	-1	2	-1	1	-27[fluorescence artefact?]	-2	-3	-2
Mdm2 ligase inh	11	-24	-14	6	-14	-19	1	4	-16	2
m-calpain inh	-101	-1	7	-15	-12	2	-102	24	-3	-32

41) Cc1c(Cc2ccccc2)c(=O)oc2c(C)c(OCc3nn[nH]n3)ccc12
42) Cc1cc2c(ccc3c2no[n+]3[O-])nn1
43) CN(C(=O)CC1C(=O)NCCN1C/C=C/c1ccccc1)C1CCOCC1 (stereo unspecified)
44) CCCCCC(=O)N1CCCCC1
45) c1ccc(CCn2nnnc2C(c2cccnc2)N2CCN(c3nc4ccccc4s3)CC2)cc1 (stereo unspecified)
46) O=C(COC(=O)c1cccnc1Cl)c1cccc(Cl)c1
47) CCn1c(SCC(=O)NCc2ccco2)nnc1-c1c[nH]c2ccccc12
48) CCC(CC)c1nnc(NC(=O)c2c(C)nn(Cc3ccccc3Cl)c2C)s1
49) CC(C)(C)C(=O)NC1=NN(c2c(Cl)cc(Cl)cc2Cl)C(=O)C1
50) CCCCNC(=O)OCCSCCS(=O)(=O)c1ccc(Cl)cc1

Compound	41	42	43	44	45	46	47	48	49	50
Rad51 HR inh	4	0	2	-31	3	8	-1	-6	-65	-1
PERK inh	1.4	-1.2	0.4	2.6	-0.8	-0.8	-0.1	-1.2	2.0	0.3
EBV gp42 inh	-14	-22	0	3	11	0	-24	-5	-25	-10
TNF death inh	-2.2	-3.6	-0.1	2.2	-4.3	-0.3	2.5	1.0	0.4	4.1
Cl transport mod	-2.3	0.35	0.36	1.4	-1.9	1.8	0.32	-1.8	-0.0099	-0.036
L929 necroptosis	1.1	0.5	3.0	0.8	-0.3	0.5	0.2	1.3	0.8	0.0
eIF4E-4G inh	9	6	0	2	-17	1	2	-1	3	8
Mdm2 ligase inh	1	-5	-3	-5	-18	2	10	3	-9	-12
m-calpain inh	-298	4	-30	4	-63	-38	6	-7	8	4
